RSV CPE inhibition = RSV antiviral activity via CPE protection, HEp-2 cells, primary 10 µM value included (AID 2391); HEp-2 cells, RSV-induced CPE inhibition; higher % means a stronger effect; one-dose CPE inhibition, % at 10 µM; IC50 in µM for titrated hits; hit rate 0.13% among 310,000; in the data active = a potency from the dose series; inconclusive = CPE inhibition mostly from about 23% at the one dose, without a potency; inactive = the rest, 99 in 100 with CPE inhibition below about 21%; also: strong numbers were not always called active
PhoP inhibition = inhibitors of PhoP regulon expression, primary screen, Salmonella Typhimurium, GFP reporter (AID 1863) | hit rate 0.16% among 300,000 | S. Typhimurium PhoP-regulated promoter GFP reporter, 4 h; higher % means a stronger effect | inhibition, % at 50 µM, or IC50 in µM where a hit was titrated;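 active = inhibition over 29.93%, a cutoff 3 SD above the screen mean, later confirmed by dose response; inconclusive = inhibition over 29.93% but no dose response follow-up; inactive = inhibition at most 29.93% or unconfirmed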;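 also: 0% = low Mg2+ inducing control and 100% = high Mg2+ repressing control; strong numbers were not always called active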
HIV fusion peptide = inhibitors of HIV fusion peptide binding, primary screen, biochemical, uHTS, fluorescence dequenching (AID 1986); hit rate 0.3% among 290,000; cell-free peptide binding, fluorescence dequenching, 30 min; higher % means a stronger effect; inhibition, % at 20 µM; hits with a dose series show IC50 in µM; in the data active = inhibition mostly above about 52%, no sharp cut-off; inactive = mostly below about 76%; also: some results filed as inactive read as strong as hits
Rac1 GTP hydrolysis = MgcRacGAP GTPase-activating activity inhibitors, confirmation, biochemical, ADP Hunter fluorescence. Rac GTPase-activating protein 1 (Homo sapiens). MgcRacGAP-stimulated Rac1 GTP hydrolysis, ADP Hunter fluorescence; higher % means a stronger effect; GST-tagged Rac1 F28L mutant substrate. one-dose inhibition, % at 30 µM; IC50 in µM for titrated hits. hit rate 0.6% among 340,000;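 active = first-screen hits whose inhibition reached a set limit at any dose in the follow-up dose series; inconclusive = inhibition above the set first-screen limit but never retested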;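 also: fluorescence reports GDP produced by GAP-driven GTP hydrolysis; strong numbers were not always called active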
GPR55 antagonists = GPR55 antagonists blocking LPI-driven arrestin recruitment, primary screen, imaging, U2OS, beta-arrestin-GFP, LPI agonist (AID 2013); G-protein coupled receptor 55 (Homo sapiens); U2OS GPR55 beta-arrestin-GFP translocation imaging, LPI antagonism; higher % means a stronger effect; one-dose inhibition, % at 10 µM; IC50 in µM for titrated hits; hit rate 0.13% among 290,000;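 active = spots per cell inhibited over 60%, with over 100 cells counted and total cytoplasm intensity under 500,000; inconclusive = wells with under 100 cells, flagged as likely toxic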;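 also: U2OS cells stably carrying GPR55 and arrestin-GFP stimulated by 5 µM LPI near EC80; imaged beta-arrestin-GFP aggregate spots per cell after agonist stimulation; plate controls were LPI-stimulated DMSO wells for no effect and DMSO wells without LPI for full effect; some results filed as inactive read as strong as hits; confirmed hits need IC50 under 10 µM and bright autofluorescent wells are also inconclusive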
Dengue-2 NS5 capping = Dengue-2 NS5 methyltransferase inhibitors, primary screen, biochemical, confirmation dose response (AID 588689); inhibition, % at 25 µM; hits with a dose series show IC50 in µM; Dengue-2 NS5 methyltransferase capping enzyme assay, biochemical; higher % means a stronger effect; hit rate 0.3% among 340,000; in the data active = a potency from the dose series; inconclusive = inhibition above about 29% without an active follow-up result
Large T inhibition = SV40 large T antigen inhibitors, biochemical (AID 1903); SV40 large T antigen ATPase/helicase inhibition assay; higher % means a stronger effect; one-dose inhibition, % at 20 µM; IC50 in µM for titrated hits; hit rate 0.39% among 310,000; in the data active = a potency from the dose series; inconclusive = inhibition mostly from about 32% at the one dose, without a potency; inactive = the rest, 99 in 100 with inhibition below about 32%; also: strong numbers were not always called active
GPR35 arrestin U2OS = GPR35 antagonists blocking zaprinast-driven arrestin recruitment, primary screen, imaging, U2OS, beta-arrestin-GFP, zaprinast agonist (AID 2058); G-protein coupled receptor 35 (Homo sapiens); U2OS GPR35 beta-arrestin-GFP translocation imaging, zaprinast antagonism; higher % means a stronger effect; hit rate 0.052% among 290,000; inhibition, % at 10 µM; hits with a dose series show IC50 in µM;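 active = inhibition of at least 50% with at least 30 cells and total cytoplasm GFP at most 10,000,000; inconclusive = under 30 cells or total GFP of 10,000,000 plus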
K1F lysis inhibition = inhibition of K1F phage lysis, E. coli UTI89, bacterial capsule biogenesis inhibitors, alamar blue (AID 488966); inhibition, % at 100 µM; hits with a dose series show IC50 in µM; E. coli UTI89 K1F phage lysis, alamar blue, 2 h; higher % means a stronger effect; hit rate 0.02% among 340,000;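 active = phage lysis inhibition, versus mean bacterial control, above a set limit; inconclusive = no clear call, values can overlap the other calls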;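 also: capsule biogenesis inhibitors block K1F phage lysis so surviving cells raise fluorescence; higher fluorescence means more inhibition of phage lysis; actives were called in the ten point dose series up to 300 µM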
Dengue-2 NS5 capping pilot replicate = recorded beside Dengue-2 NS5 capping, whose call it bears; inhibition, %; measured here: pilot screen replicate inhibition
* hit, by the source's call; u = inconclusive; x = no result given; [ ] = another dose, or the depositor's remark. Rows were taken by chance; any-hit rate near 1.5%.

SMILES	RSV CPE inhibition	PhoP inhibition	HIV fusion peptide	Rac1 GTP hydrolysis	GPR55 antagonists	Dengue-2 NS5 capping	Large T inhibition	GPR35 arrestin U2OS	K1F lysis inhibition	others
COc1ccc(S(=O)(=O)NC(C)CCc2ccccc2)cc1 (centres undefined)	2.5%	-2%	-0.8%	-10%	-13%	-11%	10%	-1%	0.3%
O=c1ccc2cc3c4c(c2o1)CCCN4CCC3	16%	-26%	25%	2%	5%	u	3%	22%	0.1%
O=C(CN1CCCCC1)Nc1nnc(-c2ccc([N+](=O)[O-])cc2)s1	9.2%	-13%	15%	-3%	4%	13%	0%	2%	-1.5%
COc1cccc(/C(C)=N/NS(=O)(=O)c2ccc(Cl)cc2)c1	-0.3%	2%	-1.0%	6%	-9%	1%	0%	1%	-1.1%
Cc1c(Cl)cccc1NC(=O)CCN1CCOCC1	1.2%	-1%	0.5%	10%	-6%	-4%	11%	-2%	-1.9%
O=C(Cc1ccccc1)Nc1ccc2oc(-c3ccncc3)nc2c1	0.6%	-4%	-2.1%	5%	-7%	-3%	18%	-2%	0.3%
COc1ccc(/C=C2/SC(=S)N(NS(=O)(=O)c3ccccc3)C2=O)cc1	9.2%	-10%	38%	6%	-7%	21%	20%	-4%	-1.2%
O=C1C(C2=NC(c3ccccn3)C3C(=O)N(c4ccccc4)C(=O)C23)=C(O)c2ccccc21 (centres undefined)	-1.8%	-8%	7.5%	11%	12%	9%	20%	-2%	0.2%
Cc1cc(/C=C2\SC(=O)N(C)C2=O)c(C)n1-c1cccc(C(=O)O)c1	2.3%	-5%	8.8%	13%	10%	8%	33%	-2%	1.5%
Cc1csc(NC(=O)CCC(=O)N(CC(=O)NC2CCCC2)Cc2ccco2)n1	1.8%	-3%	-0.9%	7%	11%	-12%	5%	16%	-0.6%
O=C1CC2(CCCC2)CC(=O)N1c1ccccc1	1.0%	6%	0.9%	2%	-1%	1%	-25%	22%	0.3%
OCCNc1nc(Nc2ccc(Cl)c(Cl)c2)nc2ccccc12	22%	3%	10%	10%	45%	11%	5%	10%	2.6%
CN(C)CCCN(C(=O)c1ccc(S(=O)(=O)N2CCCc3ccccc32)cc1)c1nc2ccc(F)cc2s1	5.5%	4%	-2.0%	11%	29%	-4%	8%	6%	-0.1%
CC1=C(C#N)c2nc(N)c(C#N)c(C)c2/C1=C\c1ccc(OCC(=O)O)c(Cl)c1	3.5%	-2%	28%	16%	-12%	36µM*	44µM*	-3%	0.3%
O=C1c2ccccc2C(=O)N1Cc1ccccc1F	2.0%	-5%	-0.1%	8%	2%	-3%	10%	2%	-0.3%
O=C(NCC(=O)N1CCCC(C(F)(F)F)C1)c1ccc2ccccc2c1 (centres undefined)	0.4%	-1%	x	5%	x	-8%	15%	x	0.3%[50 µM]
CC(C)(C)NC(=O)CSc1nnc(NC(=O)CCn2cnc3ccccc3c2=O)s1	0.9%	4%	0.0%	8%	0%	9%	3%	8%	0.2%
COc1ccccc1OCC(=O)NC1CC(C)(C)NC(C)(C)C1	-0.9%	-1%	0.0%	4%	2%	-2%	9%	-2%	0.2%
CCOc1ccc(NC(=O)CN(C)C(=O)CC2CCCCC2)cc1OCC	1.7%	x	x	5%	x	8%	x	x	0.3%[50 µM]
O=C(CCN1CCN(c2ccccn2)CC1)Nc1ccc(F)cc1	0.3%	5%	0.0%	9%	8%	-6%	3%	-5%	-0.9%[50 µM]
Clc1ccccc1CN1CCN(/N=C/c2ccncc2)CC1	13%	x	-1.1%	0%	-3%	x	x	10%	1.8%
CCOC(=O)C1(CCOC)CCN(Cc2ccc(COC)o2)CC1	0.6%	-5%	-0.4%	-5%	1%	-4%	11%	7%	-1.4%
O=C(Nc1ccc2c(c1)OCCO2)c1ccc(Cl)cc1Cl	3.0%	4%	-0.1%	-3%	8%	-6%	1%	-13%	-0.2%
CCc1c(C)nc(N2CCN(Cc3ccc4c(c3)OCO4)CC2)[nH]c1=O	0.1%	12%	0.0%	6%	3%	-1%	0%	-5%	0.5%
CC(C)NC(=O)c1ccc2c(c1)N(CC(=O)N1CCOCC1)C(=O)C(C)(C)O2	-0.2%	-4%	1.0%	5%	1%	5%	5%	22%	0.4%
Further records follow.
SMILES	RSV CPE inhibition	PhoP inhibition	HIV fusion peptide	Rac1 GTP hydrolysis	GPR55 antagonists	Dengue-2 NS5 capping	Large T inhibition	GPR35 arrestin U2OS	K1F lysis inhibition	others
O=C(NC1CCCC1)C1CCN(C(=O)NCc2ccccc2)CC1	0.9%	-9%	3.1%	6%	-10%	-6%	9%	-2%	0.8%
O=C1C(=O)N(CCCN2CCOCC2)C(c2ccc(Cl)cc2)/C1=C(/O)c1ccc(F)cc1 (centres undefined)	0.7%	7%	0.5%	7%	18%	-4%	9%	-1%	0.4%
COc1ccc(NS(=O)(=O)c2ccc(Cl)s2)cn1	0.3%	-14%	16%	6%	-2%	u	5%	5%	0.8%
CCn1c(=O)c2ccccc2n2c(SCC(=O)N3CCCc4ccccc43)nnc12	1.0%	-3%	x	-6%	x	1%	9%	x	4.1%
O=[N+]([O-])c1ccc(N2CCN(Cc3ccncc3)CC2)cc1	1.5%	1%	-0.5%	15%	-2%	0%	10%	-4%	0.7%
Cc1ccc(C)n1-c1c(C(=O)NN)cnn1-c1ccccc1	2.3%	0%	1.3%	-4%	5%	-8%	10%	1%	0.1%
Cc1ccccc1C(=O)NCc1ccncc1	1.2%	-4%	16%	7%	6%	2%	-3%	-16%	2.9%[50 µM]
N#CC(=C1CCCC1)c1nc(-c2ccccc2O)cs1	4.0%	-5%	-2.7%	12%	-4%	-15%	10%	27%	0.0%
O=C(Nc1cccc2ncccc12)C12CC3CC(CC(C3)C1)C2	-0.8%	12%	0.9%	7%	-2%	-3%	17%	6%	-0.4%
O=C(NC1CCCCC1)C1CCN(c2nccs2)CC1	0.8%	0%	-2.3%	9%	11%	4%	6%	8%	13%
CC(C)CCn1c(Sc2nc3ccccc3o2)nc2c1c(=O)[nH]c(=O)n2C	2.5%	1%	-2.7%	13%	6%	1%	19%	1%	0.1%
CC1(NC(=O)c2cccc(S(=O)(=O)N3CCN(c4ccc(F)cc4)CC3)c2)CCS(=O)(=O)C1 (centres undefined)	6.2%	-5%	x	0%	x	4%	8%	x	0.6%[50 µM]
CN(CC(=O)N1CCN(c2ccccn2)CC1)S(=O)(=O)c1ccccc1	1.6%	7%	-1.6%	9%	3%	-9%	20%	-2%	-0.1%
CCN(CC)S(=O)(=O)c1cc(C(=O)Nc2ccc(Cl)cn2)ccc1C	-0.3%	13%	-3.2%	4%	3%	-10%	9%	2%	-0.2%
Cc1ccccc1C(=O)Nc1ccc(C(=O)O)cc1NC(=O)c1ccccc1C	0.8%	-4%	-0.6%	15%	13%	-2%	27%	-16%	0.0%
COC(=O)c1sc(S(=O)(=O)NC(Cc2ccccc2)C(=O)O)c(C(=O)OC)c1C (centres undefined)	0.1%	x	x	3%	x	-6%	x	x	0.7%[50 µM]
Cc1cc(NC(=O)CC2CCCC2)n(-c2nc3ccccc3[nH]2)n1	0.3%	0%	-0.7%	15%	3%	6%	-1%	-1%	0.2%
COc1cc(/C=N/N=C2\CC3CCC2(C)C3(C)C)ccc1O (centres undefined)	1.4%	7%	-3.2%	54µM*	-10%	2%	27%	19%	1.3%
COCC1CCN(C(=O)c2cc(COc3ccc(-n4cncn4)cc3)on2)CC1	2.5%	1%	2.3%	-5%	7%	2%	5%	3%	0.0%
CC1CCCN(C(=S)Nc2ccc3nc4n(c(=O)c3c2)CCCCC4)C1 (centres undefined)	u	3%	0.0%	2%	0%	-2%	12%	10%	1.8%[50 µM]
NS(=O)(=O)c1cccc(NC(=O)CN2CCN(Cc3ccc4c(c3)OCO4)CC2)c1	-0.6%	-5%	0.9%	9%	14%	-1%	8%	3%	1.6%
COc1ccc(Cl)cc1NC(=S)NNC(=O)C1(C)CC1(Cl)Cl (centres undefined)	1.4%	5%	3.3%	2%	5%	-5%	-8%	-2%	-0.1%
CCOC(=O)C[C@H]1c2cc(F)ccc2S(=O)(=O)N1c1ccccc1	1.0%	x	x	12%	x	4%	7%	x	0.5%
Cc1cccc(S(=O)(=O)NCCC(=O)OC(C)C(=O)NC(=O)NC2CCCCC2)c1 (centres undefined)	1.2%	5%	-2.2%	12%	10%	-1%	8%	11%	0.2%
COc1ccccc1NC(=O)CC1C(=O)Nc2c1c(=O)n(C)c(=O)n2C (centres undefined)	1.2%	-1%	1.6%	13%	6%	5%	-3%	-11%	4.0%
The results go on.
SMILES	RSV CPE inhibition	PhoP inhibition	HIV fusion peptide	Rac1 GTP hydrolysis	GPR55 antagonists	Dengue-2 NS5 capping	Large T inhibition	GPR35 arrestin U2OS	K1F lysis inhibition	others
O=C(c1ccco1)[C@@H]1[C@@H]2C(=O)N(c3ccccc3)C(=O)[C@@H]2C2c3ccccc3C=CN21 (some centres undefined)	-0.5%	x	3.8%	5%	25%	24%	x	-3%	-4.4%
O=S(=O)(c1cc(Cl)ccc1Cl)N1CCN2CCCC2C1 (centres undefined)	0.7%	12%	-2.0%	3%	2%	-7%	0%	15%	1.1%	Dengue-2 NS5 capping pilot replicate=1.8
Cc1cccc(NCN2C(=O)c3ccncc3C2=O)n1	0.9%	0%	1.2%	6%	9%	-6%	-1%	-2%	0.7%
N#Cc1ccccc1COC(=O)CCC(=O)c1cccs1	1.8%	x	x	7%	x	5%	x	x	0.4%[50 µM]
Cc1ccoc1C(=O)NCCNC(=O)c1occc1C	-1.7%	-3%	x	4%	x	0%	24%	x	1.0%[50 µM]
O=C(Cc1cccs1)Nc1ccc(-c2nnn(CC(=O)N3CCOCC3)n2)cc1	0.5%	-8%	1.2%	x	-6%	x	-2%	1%	x
COc1ccc(/C=N/n2c(C)nc3ccccc3c2=O)cc1	3.4%	-7%	-0.5%	6%	7%	-12%	12%	4%	0.1%
COc1ccc(Cl)cc1NC(=O)c1cnccn1	3.1%	-4%	0.8%	11%	-6%	5%	6%	-5%	-0.1%
